# All columns: NCI-60 one-dose screen, growth in % after 48 h at 10 µM unless noted; 100 = growth as untreated, 0 = no growth, -100 = all killed.
# CCRF-CEM: CCRF-CEM leukemia | hit rate 7% among 77,000 | AID 1794778
# M14: M14 melanoma; hit rate 6.2% among 80,000; AID 1794745
# HOP-92: HOP-92 NSCLC cells. AID 1794738. hit rate 6.3% among 71,000
# RPMI-8226: RPMI-8226 leukemia cells; AID 1794781; hit rate 7.5% among 77,000
# A549/ATCC: A549/ATCC NSCLC; AID 1794740; hit rate 3.7% among 81,000
# HOP-62: HOP-62 NSCLC; AID 1794735; hit rate 3.9% among 80,000
# MOLT-4: MOLT-4 leukemia cells. hit rate 6.9% among 80,000. AID 1794779
# EKVX: EKVX NSCLC. hit rate 3% among 71,000. AID 1794765
# * hit, by the source's call; x = not tested or not shown; & = joins results of further samples; [ ] = another dose, or the depositor's remark. How the source made its calls: active means growth percent below 10; inactive means the rest.
SMILES,CCRF-CEM,M14,HOP-92,RPMI-8226,A549/ATCC,HOP-62,MOLT-4,EKVX
O=C(NC1CCCCCC1)c1ccc2c(=O)n3c(nc2c1)CCCCC3,99,110,85,87,97,99,128,107
O=C(NCCCN1CCOCC1)c1cccc(N2C(=O)/C(=C/c3ccc(F)cc3)SC2=S)c1,108,94,47,102,103,100,111,89
NC(=S)N/N=C/c1cn(-c2ccc(C(=O)O)cc2)nc1-c1ccc(C(=O)O)cc1,108,91,90,107,105,102,110,95
CC(=O)Nc1ccc2c(c1)Cc1c(F)c(F)c(F)c(F)c1-2,59,114,x,23,x,107,99,70
Nc1ccc(C(=O)Oc2ccc([N+](=O)[O-])cc2)cc1,71,106,x,62,137,113,72,102
O=C(NO)c1ccc(-n2nc(-c3ccccc3)c3ccccc32)cc1,13,57,63,33,42,30,27,42
CC(C)COC(=O)NC(C(=O)N(C(=O)NC1CCCCC1)C1CCCCC1)C(C)C (centres undefined),85,87,82,89,75,95,71,94
O=C(NO)c1ccccc1,100,99,96,108,108,104,110,100
Cc1ccc(S(=O)(=O)NCCC(C)CC(C)c2ccc3ccccc3c2)cc1 (centres undefined),91,107,94,90,95,105,93,83
Nc1nc2c(F)c(F)c(F)c(F)c2s1,106,113,90,108,99,93,105,46
NS(=O)(=O)c1ccc(C(=O)N2N=C(c3ccccc3)CC2c2ccccc2)cc1 (centres undefined),100,107,97,95,95,95,101,92
Nc1ccn([C@@H](C=O)C[C@@H](C=O)CO)c(=O)n1,94,102,90,95,102,98,94,x
Cn1c(=S)c2[nH]c(SCCCC(=O)c3ccc(F)cc3)nc2n(C)c1=O,57,76,75,34,88,78,63,63
CC(=O)C(=O)Nc1ccccc1,102,x,147,x,102,123,101,100
COc1cc(OC)c2cc(C(=O)c3ccc(C#N)cc3)c(=O)oc2c1,101,105,107,103,99,89,103,110
Nc1cc(SCc2ccc(Cl)cc2Cl)ncn1,79,98,x,x,89,106,86,101
N#Cc1ccc(C(=O)Nn2c(N)cc3ccccc3c2=O)cc1,95,95,88,87,94,99,85,86
CC(C)(C(=O)O)C(C)(C)C(=O)O,103,100,x,98,100,112,102,x
O=S1(=O)CCN(Cc2ccccc2)CC1,98,90,79,102,104,97,105,x
COC1OC2COC(c3ccccc3)OC2C(O)C1NC(C)=O (centres undefined),x,101,99,98,104,104,100,104

# Twelve entries already listed, ordered by count of non-hydrogen atoms, largest number first:
SMILES,CCRF-CEM,M14,HOP-92,RPMI-8226,A549/ATCC,HOP-62,MOLT-4,EKVX
O=C(NCCCN1CCOCC1)c1cccc(N2C(=O)/C(=C/c3ccc(F)cc3)SC2=S)c1,108,94,47,102,103,100,111,89
CC(C)COC(=O)NC(C(=O)N(C(=O)NC1CCCCC1)C1CCCCC1)C(C)C (centres undefined),85,87,82,89,75,95,71,94
NC(=S)N/N=C/c1cn(-c2ccc(C(=O)O)cc2)nc1-c1ccc(C(=O)O)cc1,108,91,90,107,105,102,110,95
Cc1ccc(S(=O)(=O)NCCC(C)CC(C)c2ccc3ccccc3c2)cc1 (centres undefined),91,107,94,90,95,105,93,83
O=C(NC1CCCCCC1)c1ccc2c(=O)n3c(nc2c1)CCCCC3,99,110,85,87,97,99,128,107
O=C(NO)c1ccc(-n2nc(-c3ccccc3)c3ccccc32)cc1,13,57,63,33,42,30,27,42
COC1OC2COC(c3ccccc3)OC2C(O)C1NC(C)=O (centres undefined),x,101,99,98,104,104,100,104
CC(=O)Nc1ccc2c(c1)Cc1c(F)c(F)c(F)c(F)c1-2,59,114,x,23,x,107,99,70
Nc1ccc(C(=O)Oc2ccc([N+](=O)[O-])cc2)cc1,71,106,x,62,137,113,72,102
Nc1ccn([C@@H](C=O)C[C@@H](C=O)CO)c(=O)n1,94,102,90,95,102,98,94,x
O=S1(=O)CCN(Cc2ccccc2)CC1,98,90,79,102,104,97,105,x
CC(C)(C(=O)O)C(C)(C)C(=O)O,103,100,x,98,100,112,102,x

# (listing goes on)
SMILES,CCRF-CEM,M14,HOP-92,RPMI-8226,A549/ATCC,HOP-62,MOLT-4,EKVX
COC(=O)C(=CC(Cl)(Cl)Cl)C(=O)OC,95,101,97,96,96,104,99,x
CCSc1nc(Cl)cc(Sc2nc(N)nc3nc[nH]c23)n1,73,76,90,56,124,77,87,100
CC1=CC(C)(C)Nc2ccc(Cc3ccc4c(c3)C(C)=CC(C)(C)N4)cc21,x,96,100,x,79,94,83,81
COc1ccc(-c2nn(-c3cccc(NC(=O)Nc4cc(C(F)(F)F)cc(C(F)(F)F)c4)c3)cc2-c2ccncc2)cc1Cl,-18*,-34*,x,-25*,0.7*,3.9*,-15*,x
COc1cccc(/C=C/C(=O)c2ccc(NC(=O)c3cc4cc5ccccc5nc4s3)cc2)c1,95,99,84,90,101,96,103,94
Nc1ccc2cn[nH]c2c1,106,101,80,109,115,98,95,x
COc1ccc(/C=C/c2nc3ccccc3c(=O)n2CC(=O)Nc2ccc(OC)cc2)cc1,64,90,x,76,47,52,78,114
Cc1cccc[n+]1CC(=O)c1ccc2ccccc2c1,100,96,100,95,109,104,99,99
Oc1ccc(Cc2ccc(O)c3ncccc23)c2cccnc12,17,17,-26*,8.2*,7.4*,-2.9*,12,8.2*
CCOC(=O)c1ccccc1C(C(=O)NC1CCCCC1)N(C)Cc1ccccc1 (centres undefined),81,87,74,68,71,103,74,x
C[N+](C)(C)C(Cc1c[nH]c2ccccc12)C(=O)O (centres undefined),120,101,116,128,84,106,89,95
CCOC(=O)c1c(C)nc2c(c1N)CC(=O)N2Cc1ccc(OC)c(F)c1,93,90,69,89,92,75,91,102
Clc1nc(OCc2cn(Cc3ccccc3)nn2)nc(N2CCCC2)n1,96,101,96,87,86,83,91,101
COc1ccccc1/C=C1\Oc2cc(OCCCN3CCCC3)ccc2C1=O,x,100,63,107,100,89,93,91
O=c1oc2ccccc2cc1C1=Nn2c(nnc2C(F)(F)F)SC1,102,104,85,97,101,81,99,91
O=C1OCC/C1=C/OCCCCCCO/C=C1/CCOC1=O,93,115,79,95,99,99,100,95
CCOc1ccc2nc(C)cc(Nc3ccc(S(=O)(=O)N=C(N)N)cc3)c2c1,105,105,103,101,102,104,98,93
CC1=CCCC1,101,104,104,98,100,101,99,117
NC(N)=Nc1ccc(Oc2cccc(Nc3ccc(Br)c(C(F)(F)F)c3)c2)cc1,3.8*,8.5*,x,-44*,34,-37*,9.8*,26
CN(Cc1cnc2nc(N)nc(N)c2n1)c1ccc(C(=O)N[C@@H](CCC(=O)O)c2nn[nH]n2)cc1,x,95,100,101,98,104,87,104
C/C1=C\[C@H](O)C[C@](C)(O)/C=C/[C@H](C(C)C)CC[C@]2(C)O[C@H]2CC1,96,98,98,105,101,103,111,114
COc1c(CO)cc(Cl)cc1CO,98,102,110,102,102,100,109,105
Cc1ccc(C(=O)C[n+]2cccc3c4ccccc4ccc32)cc1,28,18,-8.0*,4.6*,24,36,14,29
Cn1c(=O)[nH]c(=O)c2nc(/C=C(\Nc3ccccc3)c3ccccc3)c(=O)[nH]c21,107,111,91,104,103,114,110,104
CCn1cccc1,102,100,99,107,76,90,101,99
Cc1ccc(C)o1,141,111,x,120,99,109,90,104
O=c1oc2ccccc2cc1-c1csc(N/N=C/c2cn(-c3ccccc3)nc2-c2cc3ccccc3oc2=O)n1,83,55,103,79,89,95,89,101
O=c1c2cccc3c(NCCO)ccc(c32)c2nc3ccccc3n12,96,103,60,71,85,90,92,x
O=C(O)c1ccc(-n2cc(CNc3cccc(Br)c3)c(-c3ccc(C(F)(F)F)cc3)n2)cc1,61,85,83,70,53,58,71,68
CCN(CC)c1ccc(N2C(=O)/C(=C/c3cn(-c4ccccc4)nc3-c3ccc(Cl)cc3)SC2c2ccc(N(C)C)cc2)cc1 (centres undefined),98,107,117,101,98,106,122,99
O=c1cc(COc2ccc(OCc3ccccc3)cc2)c2cc(Cl)ccc2o1,99,97,85,100,94,93,95,97
O=C(c1ccccc1)N(O)c1ccccc1,97,107,x,98,100,102,90,107
COC(=O)c1cnc(N)s1,100,95,x,x,108,111,107,99
CN(C)c1nc(N)nc(Cn2c(-c3nonc3N)nc3ccccc32)n1,79,73,x,88,87,81,91,x
COCc1ccc(NC(=O)Cn2ccc3c(NC(C)c4ccc(C(F)(F)F)nc4)cccc3c2=O)cc1 (centres undefined),94,108,89,79,92,101,79,92
O=C(NCc1ccccc1)c1cccnc1,133,109,115,124,101,87,87,110
COc1cc(-c2c3c(cn2Cc2ccccc2)-c2oncc2CCC3)cc(OC)c1OC,85,90,66,73,90,88,83,82
COc1ccc(/C=N/NC(=O)c2c(Nc3ccccc3)nn(C)c2N)cc1,94,94,79,101,99,109,109,90
CCN1C(=O)N(CC)C2Nn3c(s/c(=C\c4cccc([N+](=O)[O-])c4)c3=O)=NC21 (centres undefined),46,22,76,65,45,62,x,73
CCOC(=O)NNC(=S)Nc1ccccc1,106,108,93,105,96,102,106,x
O=c1c2ccccc2nc(CN2CCCCC2)n1/N=C/c1ccc([N+](=O)[O-])cc1,120,101,91,121,103,95,108,92
CN(C)CCC(=O)c1ccc([N+](=O)[O-])cc1,97,102,89,89,109,99,112,106
CC(=O)C(Cc1ccc(C(C)C)cc1)C(C)C (centres undefined),110,105,97,113,78,84,103,99
Cc1c(C)c([N+](=O)[O-])c(C)c(C)c1N,99&102,103&121,94&109,99&105,99&91,106&88,105&92,101
COC(=O)C1CC(C(=O)OC)CC(C(=O)OC)C1 (centres undefined),x,116,114,105,102,113,103,x
NS(=O)(=O)c1ccc(-n2nc(-c3ccc(F)cc3)ccc2=O)cc1,x,105[100 µM],x,91[100 µM],93[100 µM],102[100 µM],105[100 µM],x
Cc1ccc(C(=O)NNC(=O)CSc2nc3ccccc3c(=O)[nH]2)cc1,99,108,91,105,111,99,96,97
N#CC(=Nc1cccc(F)c1)C1=C(O)c2ccccc2C1=O,x,98,64,82,96,88,96,x
NC(=N\N=C\c1cc(Cl)ccc1O)/C(N)=N/N=C/c1cc(Cl)ccc1O,x,111,82,73,101,103,100,101
CCCSc1ccc2nc(NC(=O)OCC3(C)COC3)[nH]c2c1,93,87,90,105,103,116,103,96
Cc1cc2c(n1Cc1ccccc1)CSCC2=O,x,72[100 µM],47[100 µM],45[100 µM],87[100 µM],59[100 µM],60[100 µM],61[100 µM]
COc1ccc(/C=C2\CCCC3=C2NC(N)=NC3c2ccc(OC)c(OC)c2)cc1OC (centres undefined),15,57,75,15,59,57,53,83
COC(=O)CCCCCC1CCCCC1,104,100,x,98,101,103,91,102
Fc1ccc(CSc2nnc(-c3cccs3)n2-c2ccccc2)cc1,96,102,82,97,97,102,87,84
COC1=C(OC)C(=O)c2ccccc2C1=O,62,105,95,98,97,x,x,98
C=C(OC1C(C(C)C)CCC2(C)C1[O+]2c1ccc(C(C)C)cc1)C(O)(CCC(C)(O)C(=O)OC1(C(C)C)CC=C(C)CC1)C(C)C (centres undefined),107,100,99,105,98,94,97,94
CCOc1ccc(-c2ccccc2)cc1,99,114,71,102,103,104,101,131
Cc1n[nH]c(C)c1N=Nc1ccc(C(c2ccc(N=Nc3c(C)n[nH]c3C)cc2)(c2ccc(N=Nc3c(C)n[nH]c3C)cc2)c2ccc(N=Nc3c(C)n[nH]c3C)cc2)cc1 (centres undefined),109,113,129,x,101,103,97,104
Cc1ccc(S(=O)(=O)Oc2ccccc2[N+](=O)[O-])cc1,100,102,106,98,90,124,91,118
Cc1ccc(C2=NN(C=O)C(c3cn(-c4ccccc4)nc3-c3ccc(Cl)cc3)C2)cc1 (centres undefined),97,95,83,94,77,67,x,x
# The listing continues.
SMILES,CCRF-CEM,M14,HOP-92,RPMI-8226,A549/ATCC,HOP-62,MOLT-4,EKVX
O=[N+]([O-])c1nccn1C1OC(CO)C(O)C1O (centres undefined),106,113,97,105,95,87,108,107
CONC[C@]1(C)C=C2C(=O)[C@](C)(O)C3(CC3)C(C)=C2[C@H]1O,4.6*,-14*,-17*,54,5.7*,-22*,-14*,-45*
C/C(=C(/c1ccc(Cl)cc1)c1ccc(OCCN2CCOCC2)cc1)c1ccc(Cl)cc1,106,102,124,123,101,106,86,92
O=C1NN(c2ccccc2)C(c2cccnc2)=N/C1=C\c1cccnc1,-22*,92,99,83,112,92,96,x
CC1(C)CC[C@]2(C(=O)O)CC[C@]3(C)C(=CC[C@@H]4[C@@]5(C)C/C(=C/c6ccncc6)C(=O)C(C)(C)[C@@H]5CC[C@]43C)[C@@H]2C1,55,83,75,50,43,97,66,71
Cc1ccc(-c2cc3nc(N(C)C)nc(-c4ccco4)n3n2)cc1,93,87,x,86,82,76,83,73
Cn1c(=O)c2c(ncn2CN2CCOCC2)n(C)c1=O,106,101,x,108,93,105,99,x
O=C(NC(Cc1ccccc1)C(=O)O)c1ccccc1 (centres undefined),95,102,97,100,103,100,97,96
N#CC1=C(N)Oc2cc(N)ccc2C1c1cccnc1 (centres undefined),x,87,111,106,100,93,90,97
Clc1ccccc1NCSC1=NCCS1,x,115,81,110,91,103,116,98
CC(=O)/C(=C/N1CC(=O)NC1=S)C(=O)Nc1ccccc1,106,95,93,99,100,83,102,93
COc1ccc(OC)c(/C=N/Nc2ncnc3c2c(C)nn3C)c1,103,101,96,100,104,92,94,95
Cc1cc(N)c2cc(NC(=O)CCCCCCCC(=O)Nc3ccc4nc(C)cc(N)c4c3)ccc2n1,89,83,91,35,73,79,69,82
COc1ccc(-c2nc(SCC(=O)NC3=NN=C(c4ccccc4)CS3)[nH]c(=O)c2C#N)cc1,91,95,100,90,103,94,88,105
CC1=NN(Cc2nc(-c3ccc(N(C)C)cc3)n[nH]2)C(=O)C1,97,109,111,x,107,105,93,104

# Screening results deposited in PubChem by NCI.
